Screening results: PubChem, Sanford-Burnham Center for Chemical Genomics
APJ agonist – agonists of human apelin receptor APJ, primary screen, CHO-K1 cells, PathHunter beta-arrestin, luminescence; actives 0.11% (n = 330,000); P35414; activation, % at 20 µM; 0% DMSO wells, 100% apelin;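 active = activation more than six SD over the plate average, tested at 20 µM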;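 also: 0% = DMSO alone and 100% = apelin-13 at 10 nM; some results filed as inactive read as strong as hits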
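Assay system: CHO-K1 APJ beta-arrestin complementation cell line / Compound: single test compound dose, 20 µM final, 1% DMSO / Times: overnight seeding, 90 min compound at 25 °C, 1 h detection / Technique: beta-gal luminescence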
tim23-1 inh – growth inhibitors of tim23-1 mutant yeast, primary screen, luminescence, uHTS; AID 463212, 2010; inhibition, % at 20 µM; S. cerevisiae tim23-1 growth, BacTiter-Glo luminescence, 24 h; actives 1.3% (n = 330,000);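 active = growth inhibition of the mutant yeast at or above 50%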;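 also: temperature-sensitive mutant grown at 25 °C; plate controls were DMSO-treated mutant yeast for no effect and medium wells lacking yeast for full effect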
Mdm2-MdmX inh – inhibitors of human Mdm2-MdmX association, primary screen, cell-based, luminescence, split luciferase, SaOS-2, uHTS | Protein Mdm4 (Homo sapiens) + E3 ubiquitin-protein ligase Mdm2 (Homo sapiens), … | SaOS-2 split-luciferase Mdm2/MdmX complementation | inhibition, % at 8 µM | actives 3% (n = 330,000);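 active = inhibition of at least 50% at 8 µM in the primary screen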
Target sequence (O15151 whole entry, looked up): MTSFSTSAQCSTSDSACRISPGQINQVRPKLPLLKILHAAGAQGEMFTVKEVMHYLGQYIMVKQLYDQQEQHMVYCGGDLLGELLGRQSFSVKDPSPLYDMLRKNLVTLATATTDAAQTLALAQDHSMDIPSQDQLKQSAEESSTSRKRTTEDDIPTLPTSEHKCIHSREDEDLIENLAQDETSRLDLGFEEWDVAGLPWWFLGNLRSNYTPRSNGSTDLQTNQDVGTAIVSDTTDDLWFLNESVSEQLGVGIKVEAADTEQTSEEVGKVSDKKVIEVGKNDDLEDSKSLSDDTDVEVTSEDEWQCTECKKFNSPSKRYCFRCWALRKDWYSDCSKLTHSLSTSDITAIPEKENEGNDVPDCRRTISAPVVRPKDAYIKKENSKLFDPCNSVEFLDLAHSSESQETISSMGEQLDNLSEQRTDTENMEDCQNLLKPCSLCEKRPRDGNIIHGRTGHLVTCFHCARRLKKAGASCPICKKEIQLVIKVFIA
Target sequence (Q00987 whole entry, looked up): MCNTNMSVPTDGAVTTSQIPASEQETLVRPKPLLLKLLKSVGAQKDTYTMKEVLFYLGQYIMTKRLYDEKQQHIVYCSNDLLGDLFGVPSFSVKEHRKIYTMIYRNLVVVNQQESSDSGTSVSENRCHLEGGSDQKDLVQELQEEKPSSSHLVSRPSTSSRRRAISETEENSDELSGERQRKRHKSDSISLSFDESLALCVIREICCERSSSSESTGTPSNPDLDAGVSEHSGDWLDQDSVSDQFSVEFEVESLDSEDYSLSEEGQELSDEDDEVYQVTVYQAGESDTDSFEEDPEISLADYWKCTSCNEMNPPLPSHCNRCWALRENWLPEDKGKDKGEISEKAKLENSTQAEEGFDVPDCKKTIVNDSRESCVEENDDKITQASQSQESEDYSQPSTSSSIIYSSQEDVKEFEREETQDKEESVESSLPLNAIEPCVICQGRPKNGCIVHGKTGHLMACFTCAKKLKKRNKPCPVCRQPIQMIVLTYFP
XBP1 UPR activ – activators of adaptive XBP1 UPR arm, primary screen, cell-based, CHO-XBP1 luciferase reporter, luminescence, uHTS. activation, % at 20 µM. IRE1-XBP1 UPR activation; percent of tunicamycin response, DMSO as zero. actives 0.33% (n = 330,000);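 active = versus positive control, 20 µM dose yields 30% or more activation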;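 also: 100% = tunicamycin at 10 µg/mL and 0% = DMSO only wells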
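Test system: CHO-XBP1 luciferase reporter cells | Buffer or medium: Serum-containing F12 medium, 10% FBS | Schedule: 6 h compound exposure at 37 °C, 5% CO2 | Detection: Steady-Glo luciferase glow luminescence, 10 min after reagent addition | Read-out basis: Activation, % of tunicamycin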
APJ antag – antagonists of human apelin receptor APJ, primary screen, CHO-K1 cells, beta-arrestin complementation, luminescence; actives 0.32% (n = 330,000); inhibition, % at 20 µM; P35414; AID 2521, 2010;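 active = inhibition above about 40% at 20 µM, limit read from the data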;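 also: cells challenged with 10 nM apelin-13 agonist together with compound; plate controls were apelin-13 plus DMSO wells for no effect and DMSO wells lacking apelin-13 for full effect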
UPR CHOP act – activators of apoptotic CHOP UPR arm, primary screen, cell-based, CHO-CHOP luciferase reporter, luminescence, uHTS; UPR activation; percent of tunicamycin response over DMSO baseline; activation, % at 10 µM; actives 0.34% (n = 330,000); AID 449763, 2010;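 active = at 10 µM dose, activation of 40% or more, normalized to positive control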;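 also: 100% = tunicamycin at 10 µg/mL and 0% = DMSO alone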
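Evaluation: % reporter activation, DMSO baseline versus tunicamycin full activation; System: CHO-CHOP luciferase reporter cell line; Input: 500 cells/well; Incubation: 6 h compound treatment, 37 °C; Measured by: Steady-Glo luciferase luminescence; Dosing: one dose, 10 µM in 0.5% DMSO; Buffer or medium: F12 medium, 10% FBS; Benchmarks: positive tunicamycin 10 µg/mL, negative DMSO alone.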
697 NFkB inh – inhibitors of PMA/ionomycin-induced NF-kB reporter, 697 cells, primary screen, B-cell NF-kB inhibitor project, cell-based, luminescence, uHTS; 697 B-cell NF-kB luciferase reporter, 16 h; inhibition, % at 4 µM; actives 0.33% (n = 330,000); AID 435022, 2010; in the data active = inhibition above about 35%
Jurkat NFkB inh – inhibitors of induced NF-kB luciferase reporter, primary screen, TCR NF-kB activation inhibitor project, cell-based, luminescence, uHTS; Jurkat, PMA/ionomycin-induced NF-kB luciferase reporter; inhibition, % at 4 µM; actives 0.53% (n = 330,000); AID 435003, 2010; in the data active = inhibition above about 50%
Starred values were filed as active, the others as inactive.

COc1ccc(CNc2cc(C)ccc2C)c(OC)c1OC was read as APJ agonist -4, tim23-1 inh 2, Mdm2-MdmX inh 3, XBP1 UPR activ -3, APJ antag 6, UPR CHOP act -0.9, 697 NFkB inh 14 and Jurkat NFkB inh 6.
Screening O=C(CSc1nnc(-c2ccncc2)o1)Nc1ccccc1Cl returned APJ agonist 1, tim23-1 inh 2, Mdm2-MdmX inh 2, XBP1 UPR activ -1, APJ antag -2, UPR CHOP act -0.3, 697 NFkB inh -31 and Jurkat NFkB inh -36.
For O=C(CSc1ccc(Cl)cc1)NCC1CCCO1 (stereo not given) the results were APJ agonist -1, tim23-1 inh 9, Mdm2-MdmX inh 17, XBP1 UPR activ -3, APJ antag 18, UPR CHOP act 2.6, 697 NFkB inh 6 and Jurkat NFkB inh -4.
For O=C(CSC(=S)N1CCOCC1)Nc1ncc2c(n1)CCCC2=O the results were APJ agonist 0, tim23-1 inh 18, Mdm2-MdmX inh 6, XBP1 UPR activ 1, APJ antag 0, UPR CHOP act 0.8, 697 NFkB inh 0 and Jurkat NFkB inh -6.
CC(=O)Nc1ccc(S(=O)(=O)Oc2cccc(N3C(=O)C4CC=CCC4C3=O)c2)cc1 (stereo not given) was read as APJ agonist 3, tim23-1 inh 8, Mdm2-MdmX inh 27, XBP1 UPR activ -1, APJ antag 2, UPR CHOP act 0.9, 697 NFkB inh -9 and Jurkat NFkB inh 13.
`COc1ccccc1Nc1nnc(SCc2cc(=O)n3cc(C)ccc3n2)s1` gave APJ agonist 2, tim23-1 inh 9, Mdm2-MdmX inh 21, XBP1 UPR activ 3, APJ antag 7, UPR CHOP act -1.5, 697 NFkB inh -5 and Jurkat NFkB inh 14.
CN1CCc2c(sc3c2C(=O)NC(c2ccccc2)N3)C1 (stereo not given) was read as APJ agonist -3, tim23-1 inh 7, Mdm2-MdmX inh 16, XBP1 UPR activ -4, APJ antag 1, UPR CHOP act 0.5, 697 NFkB inh -9 and Jurkat NFkB inh -13.
Screening OCCNC(=S)Nc1cccc(Cl)c1Cl returned APJ agonist 0, tim23-1 inh -2, Mdm2-MdmX inh -10, XBP1 UPR activ 0, APJ antag -1, UPR CHOP act 1.1, 697 NFkB inh 15 and Jurkat NFkB inh 10.
Screening O=C(CSc1nc2cc(Cl)ccc2c(=O)n1Cc1ccco1)Nc1ccc(S(=O)(=O)N2CCOCC2)cc1 returned APJ agonist -3, tim23-1 inh 15, Mdm2-MdmX inh 15, XBP1 UPR activ 0, APJ antag 5, UPR CHOP act -1.1, 697 NFkB inh -19 and Jurkat NFkB inh -3.
Screening CC(C)[C@H](NC(=O)c1ccc(Br)cc1)C(=O)NC1CCCCC1 returned APJ agonist -2, tim23-1 inh 0, Mdm2-MdmX inh 25, XBP1 UPR activ 0, APJ antag 4, UPR CHOP act 5.7, 697 NFkB inh 0 and Jurkat NFkB inh -25.
For Cc1ccc(-c2csc3ncnc(Sc4nnc(CN5CCCCCC5=O)o4)c23)cc1 the results were APJ agonist -2, tim23-1 inh 35, Mdm2-MdmX inh 83*, XBP1 UPR activ -6, APJ antag 9, UPR CHOP act 82*, 697 NFkB inh -48 and Jurkat NFkB inh 20.
For O=C(CSc1nnc(CNC(=O)c2ccccc2F)o1)NC1CCCC1 the results were APJ agonist -4, tim23-1 inh 13, Mdm2-MdmX inh -2, XBP1 UPR activ 0, APJ antag -33, UPR CHOP act -4.3, 697 NFkB inh 3 and Jurkat NFkB inh 7.
CC(NC(=O)Nc1ccccc1O)(C(F)(F)F)C(F)(F)F was read as APJ agonist 2, tim23-1 inh -6, Mdm2-MdmX inh 3, XBP1 UPR activ -3, APJ antag -30, UPR CHOP act -0.6, 697 NFkB inh 6 and Jurkat NFkB inh -4.
Screening CCN(CC)CCNC(=O)c1cn(CC)c2ccc(S(=O)(=O)N(C)C3CCCCC3)cc2c1=O returned APJ agonist -8, tim23-1 inh -4, Mdm2-MdmX inh 13, XBP1 UPR activ -6, APJ antag 15, UPR CHOP act -0.1, 697 NFkB inh -2 and Jurkat NFkB inh 7.
For COc1cc(C(=O)N2CCN(C(=O)Cc3ccccc3)CC2)cc(OC)c1OC the results were APJ agonist -4, tim23-1 inh -14, Mdm2-MdmX inh -7, XBP1 UPR activ 0, APJ antag -4, UPR CHOP act -0.9, 697 NFkB inh -45 and Jurkat NFkB inh -47.
O=C1CCCN2N=C(SCC(=O)Nc3cccc(Cl)c3)SC2=N1 was read as APJ agonist -1, tim23-1 inh 4, Mdm2-MdmX inh 9, XBP1 UPR activ 1, APJ antag -11, UPR CHOP act 1.0, 697 NFkB inh 18 and Jurkat NFkB inh 16.
`CCC(C)NS(=O)(=O)c1ccc(NC(=O)c2cccs2)cc1` (stereo not given) gave APJ agonist -1, tim23-1 inh 3, Mdm2-MdmX inh 18, XBP1 UPR activ 1, APJ antag -14, UPR CHOP act -0.5, 697 NFkB inh 3 and Jurkat NFkB inh 3.
`Cc1ccc(N(CC(=O)N2CCCC2)S(C)(=O)=O)cc1C` gave APJ agonist -3, tim23-1 inh -5, Mdm2-MdmX inh 14, XBP1 UPR activ -5, APJ antag -3, UPR CHOP act -0.4, 697 NFkB inh 11 and Jurkat NFkB inh 0.
For Cc1nnc(SC(C)C(=O)NC2CCCCC2C)s1 (stereo not given) the results were APJ agonist -5, tim23-1 inh -2, Mdm2-MdmX inh 34, XBP1 UPR activ -1, APJ antag 5, UPR CHOP act -1.1, 697 NFkB inh 18 and Jurkat NFkB inh 7.
Screening O=c1oc(/C=C/c2ccc([N+](=O)[O-])s2)nc2ccccc12 returned APJ agonist 11, tim23-1 inh 54*, Mdm2-MdmX inh 39, XBP1 UPR activ -2, APJ antag -34, UPR CHOP act 4.3, 697 NFkB inh -40 and Jurkat NFkB inh -4.
For CC(C)Oc1ccc(/C=N/NC(=O)c2ccc(N(Cc3ccccc3)S(C)(=O)=O)cc2)cc1 the results were APJ agonist 3, tim23-1 inh 3, Mdm2-MdmX inh -11, XBP1 UPR activ -3, APJ antag -1, UPR CHOP act 4.7, 697 NFkB inh -24 and Jurkat NFkB inh 7.
For O=C(CSc1nc2ccccc2o1)N1c2ccccc2Sc2ccccc21 the results were APJ agonist -3, tim23-1 inh 13, Mdm2-MdmX inh 1, XBP1 UPR activ 2, APJ antag 10, UPR CHOP act -1.2, 697 NFkB inh -17 and Jurkat NFkB inh 8.
For COc1cc(S(=O)(=O)Nc2ccc3cn[nH]c3c2)ccc1Cl the results were APJ agonist -1, tim23-1 inh -9, Mdm2-MdmX inh 28, XBP1 UPR activ -2, APJ antag -6, UPR CHOP act 0.8, 697 NFkB inh -6 and Jurkat NFkB inh -1.
CC(C)(C)OC(=O)CNC(=O)c1nc[nH]c1C(=O)NCc1ccccc1 was read as APJ agonist -2, tim23-1 inh 11, Mdm2-MdmX inh 6, XBP1 UPR activ 0, APJ antag -3, UPR CHOP act -1.8, 697 NFkB inh -19 and Jurkat NFkB inh -6.
`CC(NCc1cc(Br)ccc1OCC(N)=O)C12CC3CC(CC(C3)C1)C2` (stereo not given) gave APJ agonist -1, tim23-1 inh -2, Mdm2-MdmX inh 37, XBP1 UPR activ -4, APJ antag 9, UPR CHOP act 0.4, 697 NFkB inh 3 and Jurkat NFkB inh 20.
COc1ccc(NC(=O)CCN2C(=O)C3CC=CCC3C2=O)cc1S(=O)(=O)N1CCCCC1 (stereo not given) was read as APJ agonist -4, tim23-1 inh -10, Mdm2-MdmX inh 6, XBP1 UPR activ -3, APJ antag -40, UPR CHOP act -1.1, 697 NFkB inh -15 and Jurkat NFkB inh 4.
Screening O=C(Nc1ccc(NC(=O)C2CCCCC2)nc1)c1cccc(F)c1 returned APJ agonist 2, tim23-1 inh 3, Mdm2-MdmX inh 15, XBP1 UPR activ -1, APJ antag 12, UPR CHOP act 5.1, 697 NFkB inh -4 and Jurkat NFkB inh -34.
For COc1ccc(C(=O)O/N=C(\N)c2ccccc2)c(OC)c1 the results were APJ agonist 2, tim23-1 inh 60*, Mdm2-MdmX inh 93*, XBP1 UPR activ -2, APJ antag -4, UPR CHOP act -0.3, 697 NFkB inh -299 and Jurkat NFkB inh -134.
For COc1cccc(OC)c1C(=O)OCC(=O)Nc1cccnc1Cl the results were APJ agonist -7, tim23-1 inh 3, Mdm2-MdmX inh -11, XBP1 UPR activ -1, APJ antag -2, UPR CHOP act 0.2, 697 NFkB inh 8 and Jurkat NFkB inh -7.
`NC(=O)NC1CCCc2c1[nH]c1ccc(Cl)cc21` (stereo not given) gave APJ agonist 1, tim23-1 inh 14, Mdm2-MdmX inh -17, XBP1 UPR activ -3, APJ antag -68, UPR CHOP act -1.8, 697 NFkB inh -21 and Jurkat NFkB inh -1.
`COc1ccc(OC)c2c1sc(=NC(=O)c1ccco1)n2C` gave APJ agonist 4, tim23-1 inh 34, Mdm2-MdmX inh 20, XBP1 UPR activ -2, APJ antag -3, UPR CHOP act 2.7, 697 NFkB inh 7 and Jurkat NFkB inh 1.

A portion of the results above, as a working copy:
COc1ccc(CNc2cc(C)ccc2C)c(OC)c1OC was read as APJ agonist -4, tim23-1 inh 2, Mdm2-MdmX inh 3, XBP1 UPR activ -3, APJ antag 6, UPR CHOP act -0.9, 697 NFkB inh 14 and Jurkat NFkB inh 6.
Screening O=C(CSc1nnc(-c2ccncc2)o1)Nc1ccccc1Cl returned APJ agonist 1, tim23-1 inh 2, Mdm2-MdmX inh 2, XBP1 UPR activ -1, APJ antag -2, UPR CHOP act -0.3, 697 NFkB inh -31 and Jurkat NFkB inh -36.
For O=C(CSc1ccc(Cl)cc1)NCC1CCCO1 (stereo not given) the results were APJ agonist -1, tim23-1 inh 9, Mdm2-MdmX inh 17, XBP1 UPR activ -3, APJ antag 18, UPR CHOP act 2.6, 697 NFkB inh 6 and Jurkat NFkB inh -4.
For O=C(CSC(=S)N1CCOCC1)Nc1ncc2c(n1)CCCC2=O the results were APJ agonist 0, tim23-1 inh 18, Mdm2-MdmX inh 6, XBP1 UPR activ 1, APJ antag 0, UPR CHOP act 0.8, 697 NFkB inh 0 and Jurkat NFkB inh -6.
CC(=O)Nc1ccc(S(=O)(=O)Oc2cccc(N3C(=O)C4CC=CCC4C3=O)c2)cc1 (stereo not given) was read as APJ agonist 3, tim23-1 inh 8, Mdm2-MdmX inh 27, XBP1 UPR activ -1, APJ antag 2, UPR CHOP act 0.9, 697 NFkB inh -9 and Jurkat NFkB inh 13.
`COc1ccccc1Nc1nnc(SCc2cc(=O)n3cc(C)ccc3n2)s1` gave APJ agonist 2, tim23-1 inh 9, Mdm2-MdmX inh 21, XBP1 UPR activ 3, APJ antag 7, UPR CHOP act -1.5, 697 NFkB inh -5 and Jurkat NFkB inh 14.
